GBA enhancer – glucocerebrosidase activity enhancement; P04062; L444P Gaucher fibroblasts, 4-MU-glucoside fluorescence, 3 days; activation, % at 10 µM; 30,000 compounds, 0.44% hits; in the data active means activation above about 65%;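 further: 0% = vehicle wells and 100% = positive control wells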
Target sequence (P04062 whole entry L483P): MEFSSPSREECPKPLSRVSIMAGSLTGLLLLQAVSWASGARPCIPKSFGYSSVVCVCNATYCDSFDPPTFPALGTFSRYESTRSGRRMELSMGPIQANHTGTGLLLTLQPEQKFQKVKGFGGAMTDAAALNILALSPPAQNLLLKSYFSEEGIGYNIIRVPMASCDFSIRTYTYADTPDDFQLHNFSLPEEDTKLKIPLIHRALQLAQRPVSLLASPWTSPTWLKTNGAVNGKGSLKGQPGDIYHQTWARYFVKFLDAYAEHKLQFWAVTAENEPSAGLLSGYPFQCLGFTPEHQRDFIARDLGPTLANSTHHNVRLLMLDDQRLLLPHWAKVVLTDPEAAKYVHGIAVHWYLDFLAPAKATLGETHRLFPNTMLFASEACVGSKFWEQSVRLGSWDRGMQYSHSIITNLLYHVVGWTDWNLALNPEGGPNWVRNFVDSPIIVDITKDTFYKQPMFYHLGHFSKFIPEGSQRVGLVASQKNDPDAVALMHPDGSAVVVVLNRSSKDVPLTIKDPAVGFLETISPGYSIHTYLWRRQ
* hit, by the source's call.

SMILES | GBA enhancer
COc1cccc(-c2nc(CSCC(=O)NCC3CCCO3)c(C)o2)c1 (stereo not given) | -0.6
O=C(c1cc(-c2ccc(Cl)cc2)on1)N1CCOCC1 | -12.8
NC(=O)C[C@@H]1N[C@]2(C(=O)Nc3ccccc32)[C@@H]2C(=O)N(c3cc(C(F)(F)F)ccc3Cl)C(=O)[C@H]12 | -20.4
CC(C)C(c1nnnn1C1CCCC1)N1c2ccccc2CC1C (stereo not given) | -46.0
CCOC(=O)c1cc2c(=O)n3ccccc3nc2n(CC2CCCO2)c1=NC(C)=O (stereo not given) | -2.8
COc1nc(N(C)C)nc(N(OC)S(=O)(=O)c2ccccc2Cl)n1 | -10.7
CCCC(=O)Nc1ccccc1NC(=O)CN(C)S(=O)(=O)c1ccc(C)cc1 | -21.2
CCOC(=O)NCc1cc(-c2nn(C)c(=O)c3ccccc23)ccc1C | -8.4
CNC(=O)c1cc2c(=O)n3cccc(C)c3nc2n(C(C)C)c1=N | -29.1
CCOC(=O)C1C(=O)C=C(N2CCOCC2)CC1c1cccc(OC)c1 (stereo not given) | 20.6
C(=C\c1ccccc1)/CSc1nnc(-c2cnccn2)n1Cc1ccco1 | -20.1
CN1C(=O)C(O)(CC(=O)c2cccc(-n3cccc3)c2)c2ccccc21 (stereo not given) | -4.4
COc1ccccc1N1CCN(C(=O)Nc2cccc(C)c2)CC1 | 0.6
COc1ccc(OC)c(CNc2nc3ccccc3n2CCN2CCCCC2)c1 | -32.8
FC(F)(F)c1cccc(N2CCN(c3nnnn3-c3ccccc3)CC2)c1 | -17.5
CCOC(=O)COc1cc(=O)n(CC)c2ccccc12 | 30.0
O=C(NCCOC(=O)C1COc2ccccc2O1)c1cccnc1 (stereo not given) | -13.4
COc1ccccc1NC(=O)N1CCN(c2ncccn2)CC1 | 4.8
O=C(Nc1c(-c2ccccc2)nc2ccccn12)c1ccco1 | -13.6
COc1ccc(C(=O)N2CC=C(c3ccccc3)CC2)cc1S(=O)(=O)N1CCOCC1 | 0.0
Cc1cc(-c2ccc(Cl)cc2)n2nc(N)nc2n1 | -16.7
CCOc1ccccc1N1CCN(Cc2ccc(OC)c(OC)c2OC)CC1 | 17.8
COc1ccc(CCN(Cc2nc(-c3ccccc3)no2)Cc2nc(-c3ccccc3)no2)cc1OC | 3.3
CCn1cc(Br)c(C(=O)Nc2ccc(C(=O)OC(C)C)cc2)n1 | 4.8
CCOC(=O)CN1C(=O)COc2ccc(Cl)cc21 | -2.9
COc1cccc(-c2csc(N3CCN(S(=O)(=O)c4ccc(F)cc4)CC3)n2)c1 | 9.4
O=C(Nc1ccccc1)N1CCCC2CCCCC21 (stereo not given) | -2.4
Cc1cccn2c(=O)c3cc(C(=O)NCc4ccccn4)n(C)c3nc12 | -0.1
COC(=O)COc1ccc(S(=O)(=O)NCc2ccncc2)cc1 | -12.2
Cc1cnn(C(=O)c2oc3ccccc3c2C)c1 | -8.0
O=C(NC1CCCCCC1)C1c2ccccc2C(=O)N1CCCN1CCOCC1 (stereo not given) | -10.4
CCOC(=O)c1cccc(NC(=O)CSc2nc3ccccc3c(=O)n2CC)c1 | -8.8
CCCC1=C(C(=O)OCC)C(c2ccc(F)cc2)n2ncnc2N1 (stereo not given) | -8.2
COc1ccc(N(C(=O)c2cccnc2)S(=O)(=O)c2ccc3c(c2)n(C)c(=O)n3C)cc1 | 10.9
O=C(NCCCn1ccnc1)C1CC(c2cccc(Br)c2)=NO1 (stereo not given) | -7.0
c1ccc(Nc2nc(-c3cccs3)cs2)nc1 | 1.2
CCOC(=O)Cc1csc(NC(=O)c2cccnc2)n1 | 16.3
O=C1CN(C(=O)COC(=O)C2CC(=O)N(Cc3ccco3)C2)c2ccccc2N1 (stereo not given) | 4.6
NC(=O)c1ccccc1-c1nc(-c2ccccc2)no1 | -8.4
Nc1nonc1C(=O)NCCNC(=O)c1ccccc1F | 2.9
Cc1nc2cc(C(=O)O)ccc2s1 | -3.1
Cc1nn(Cc2ccc(Cl)cc2)c(C)c1NC(=O)c1cc(-c2ccco2)on1 | 5.3
Nc1nnc(SCc2ccccc2F)n1-c1ccccc1 | -31.7
Cc1ccc(NC(=O)CCn2cnc3ccccc3c2=O)cc1Cl | 28.6
CN(c1cccc(NC(=O)CN2C(=O)c3ccccc3S2(=O)=O)c1)S(C)(=O)=O | -13.7
Cc1nnc(N(Cc2ccccc2)C(=O)c2cnccn2)s1 | -36.9
CCOC(=O)c1cnc(-n2cc(C)cn2)nc1Nc1ccccc1OC | -7.3
COc1ccccc1OCc1ccc(C(=O)N2CCN(C(=O)c3ccco3)CC2)cc1 | -50.1
Cc1c(C(=O)NCCc2ccccc2)oc2ccc(S(=O)(=O)N3CCOCC3)cc12 | -16.8
N#CC(C(=O)NCCc1ccccc1)c1nc2ccccc2nc1N1CCOCC1 (stereo not given) | -12.2
Cc1c(C(C)O)nnn1-c1nonc1N (stereo not given) | -46.7
CCC(=O)N1CCc2cc(S(=O)(=O)CCC(=O)N3CCc4ccccc4C3)ccc21 | 42.1
CCN1CCc2c(sc(NC(=O)c3ccc(S(=O)(=O)N4CCOCC4)cc3)c2C(=O)OC)C1 | -18.8
C=CCN1C(=O)CN=C1Nc1cc(C)ccc1C | -21.0
CN1CCN(S(=O)(=O)c2cccc(C(=O)NC3CCCc4ccccc43)c2)CC1 (stereo not given) | 2.6
C=C(c1cccc2ccccc12)P(=O)(O)O | -36.5

Remaining list, next part:
SMILES | GBA enhancer
CCCCCOC(=O)c1ccc(NC(=O)c2ccco2)cc1 | -13.5
Cc1nc2c3cnn(-c4ccc(C)c(C)c4)c3ncn2n1 | 2.1
CC(CN1CCN(C)CC1)OC(=O)c1ccc(Cl)cc1 (stereo not given) | -14.8
Cc1cccc(N2CCN(C(=O)COc3cc(=O)n(C)c4ccccc34)CC2C)c1 (stereo not given) | -35.1
c1coc(-c2nc3nc4ccccc4nc3n2CC2CCCO2)c1 (stereo not given) | 16.6
CCC(=O)N1CCc2cc(OC)c(OC)cc2C1COc1ccc(C(=O)OC)cc1 (stereo not given) | -8.9
CC1CCCC(NC(=O)CC2Nc3ccccc3NC2=O)C1C (stereo not given) | -34.5
CCOC(=O)C1CCN(C(=O)c2cn(CCOC)c(=O)c3c2c2ccccc2n3C)CC1 | -10.1
COc1nc(NCc2ccco2)nc(N2CCC(C)CC2)n1 | 0.2
Cn1c(=O)c2c(nc(SCc3ccccn3)n2C)n(C)c1=O | -0.7
CCN=C1SC(CC(=O)Nc2ccccc2OCC)C(=O)N1CC (stereo not given) | -0.7
N#Cc1nc(-c2ccc(OCc3ccccc3)cc2)oc1NCc1cccnc1 | -4.4
Cc1cc(C)n(C(C)n2nc(C)cc2C)n1 | -10.7
COc1ccc(OC)c(N/C(C)=C/C(=O)c2ccc(C)o2)c1 | 1.3
COc1ccc(-c2nc(CS(=O)CC(=O)NCCCN3CC(C)CC(C)C3)c(C)o2)cc1OC (stereo not given) | -19.2
CC(C(=O)NC1=NCCS1)(C(F)(F)F)C(F)(F)F | -9.2
COc1ccccc1C(=O)Nc1ccccc1N1CCN(S(C)(=O)=O)CC1 | 4.0
CC1CCCCN1CCn1c(=S)[nH]c2ncccc2c1=O (stereo not given) | -2.1
O=C(NCc1ccccc1)N1CCN(c2ccccc2F)CC1 | 2.5
COC(=O)c1cccc2c1-c1ccccc1/C2=N/O | -63.5
COC(=O)C1=C(N)Oc2cc(C)n(Cc3cccnc3)c(=O)c2C1c1cccc(OC)c1OC (stereo not given) | -36.4
O=C(c1cccc(S(=O)(=O)N2CCCCC2)c1)N1CCOCC1 | -9.6
CCn1c(SCC(=O)N2CCCCC2)nnc1-c1ccc(S(=O)(=O)N2CCN(C)CC2)cc1 | 17.4
COc1ccc(N(C(=O)COc2ccccc2)C2C=CS(=O)(=O)C2)cc1 (stereo not given) | -18.7
CCOc1cc2[nH]c(=O)n(CCCCC(=O)NC3CCCCC3)c(=O)c2cc1OCC | 8.1
CCOc1ccccc1NC(=O)C1=C(C)NC(=O)NC1c1cccc(OC)c1OC (stereo not given) | -13.1
Cc1ccc2cc(C)c(SCC#N)nc2c1 | -11.0
COCCn1c(CN2CCN(C)CC2)nc2c1c(=O)n(C)c(=O)n2C | 4.8
Cc1cc(C)c(NC(=O)C2CSCCS2)c(C)c1 (stereo not given) | -31.5
CN1CC2(C(=O)c3ccccc3)CN(C)CC(C(=O)c3ccccc3)(C1)C2 | -9.3
Cc1cccc(-n2nnc(C(=O)NCc3ccccc3)c2N)c1 | -1.2
COC(=O)C(NC(=O)c1ccco1)(Nc1nc(C2CC2)cs1)C(F)(F)F (stereo not given) | 2.9
Cc1nc2nc(SCC(=O)N3CCOCC3)nn2c(C)c1Cc1c(F)cccc1Cl | -2.3
C=CCOC(=O)C1=C(C)N(C)C(=O)NC1c1cc2c(cc1Br)OCO2 (stereo not given) | -20.7
CN(C)c1ccc(NC(=O)Nc2ccc3snnc3c2)cc1 | 7.7
CC(C)NC(=O)CSc1nnc(-c2ccc(S(=O)(=O)N3CCCC3)cc2)n1CC1CCCO1 (stereo not given) | -4.3
Cc1nn(-c2ccccc2)c(N2CCCC2)c1/C=N/n1cnc2scc(-c3ccccc3)c2c1=O | 7.6
COc1ccc(N2CCN(c3oc(-c4ccc(OC)c(OC)c4)nc3C#N)CC2)cc1 | -18.7
Cc1noc(C)c1S(=O)(=O)N1CCCC(C(=O)N2CCC(C)CC2)C1 (stereo not given) | 19.5
Cc1cc(N2CCCC2=O)cc(C)c1S(N)(=O)=O | -6.2
N#Cc1c(NC(=O)COC(=O)C2CC3C=CC2C3)oc(-c2ccccc2)c1-c1ccccc1 (stereo not given) | -21.2
COc1ccc(C(=O)n2cnc(N)n2)cc1 | 3.8
c1ccc(CCn2nnnc2C(c2cccs2)N2CCN(Cc3ccc4c(c3)OCO4)CC2)cc1 (stereo not given) | -16.7
N#Cc1ccc2ccn(CC(=O)NC3CCCCC3)c2c1 | -36.7
OCCn1c(-c2ccc3c(c2)OCO3)csc1=Nc1ccccc1 | -42.6
Brc1ccc2nc(CSc3ncn[nH]3)cn2c1 | -8.4
O=C(c1n[nH]c(=O)c2ccccc12)N1CCN(c2ccc(F)cc2)CC1 | -5.2
CCOC(=O)C1CCN(C(=O)COC(=O)CCOc2ccc(C)cc2)CC1 | -12.2
Nc1cc(C(=O)O)ccc1N1CCCCCC1 | -22.7
FC(F)(F)C(F)(F)C(F)(F)c1nnc2ccc(N3CCOCC3)nn12 | -1.5
COc1ccc(-c2cc3nc(C)c(CCC(=O)N4CCCCC4)c(C)n3n2)c(OC)c1 | -51.6
CC(=O)Nc1ccc(NC2(C)C(=O)c3ccccc3C2=O)cc1 | -10.0
CCn1c(=NC(=O)CSC(C)=O)sc2cc(F)ccc21 | 6.8
CCOC(=O)N1CCC(NC(=O)CSCc2cnn(-c3ccccc3)c2-n2cccc2)CC1 | -14.9
c1ccc(CNC2=NCCCCC2)cc1 | -25.1
COc1ccc(N2CCN(C(=O)Cc3ccc(-n4c(=O)[nH]c5ccccc5c4=O)cc3)CC2)cc1 | 8.1

(more compounds)
SMILES | GBA enhancer
O=C(Cn1c(CN2CCCCC2)nc2ccccc2c1=O)NC1CCCCC1 | -5.7
O=C(Nc1cccnc1)c1scc2c1OCCO2 | -24.9
COc1cccc(C(=O)NC2CCN(C(=O)N3CCCCC3)CC2)c1 | 15.8
COc1ccc(NC(=O)c2cnc3sccn3c2=O)cc1 | 1.7
COc1ccc(CNC(=O)Cc2ccc(OC)c(S(=O)(=O)N3CCOCC3)c2)cc1 | -17.0
CC(C)CCN1C(=O)c2ccc(C(=O)NCc3ccco3)cc2C1=O | -57.3
O=C(O)c1n[nH]c2c1CCCC2 | -40.8
O=C(NCCN1CCN(c2ccccc2)CC1)c1cccn2c(=O)c3cc(Cl)ccc3nc12 | -31.3

5 compounds drawn at random from those above, as already listed:
SMILES | GBA enhancer
CC(C)CCN1C(=O)c2ccc(C(=O)NCc3ccco3)cc2C1=O | -57.3
O=C(Cn1c(CN2CCCCC2)nc2ccccc2c1=O)NC1CCCCC1 | -5.7
O=C(NCCN1CCN(c2ccccc2)CC1)c1cccn2c(=O)c3cc(Cl)ccc3nc12 | -31.3
O=C(Nc1cccnc1)c1scc2c1OCCO2 | -24.9
COc1cccc(C(=O)NC2CCN(C(=O)N3CCCCC3)CC2)c1 | 15.8

Further results:
SMILES | GBA enhancer
O=C(NCc1ccco1)c1cccc(-c2nnc(-c3ccccc3)o2)c1 | -3.1
CCOC(=O)C1C(=O)CC(C)(O)C(C(=O)OCC)C1c1cccs1 (stereo not given) | -3.6
COc1ccc(S(=O)(=O)CCC(=O)O)cc1 | -43.7
COc1ccc(NC(=O)C2C3C=CC(C3)C2C(=O)NCc2ccco2)cc1 (stereo not given) | -28.6
O=C1C(Cl)=C(N2CCOCC2)C(=O)N1CCc1ccccc1 | -8.7
Cc1ccccc1N1CCN(c2ncnc3c2cnn3Cc2ccc(Cl)cc2)CC1 | -4.1
CCCCn1c(=O)[nH]c(=O)c2c1nc(-c1ccncc1)n2CCOC | -2.1
Cc1nc2ccc(-n3ccc(=O)cc3)cc2s1 | -6.8
Cc1ccc(S(=O)(=O)N(C)CCCC(=O)NCc2ccc3c(c2)OCO3)cc1 | 4.0
CCn1c2ccccc2c2cc(C3C(C#N)=C(C)NC(C)=C3C#N)ccc21 | -13.9
CC1(C)CC(=O)C2=C(C1)OC(N)=C(C#N)C21CCN(C(=O)OCc2ccccc2)CC1 | -12.3
CCOC(=O)c1cccc(NC(=O)CCS(=O)(=O)c2cccc3nsnc23)c1 | -23.6
CC(C)(C)NC(=O)c1ccc(NC(=O)C2COc3ccccc3O2)cc1 (stereo not given) | -23.8
CCOC(=O)N1CCN(C(=O)CSc2nc3c(c(=O)n2-c2ccccc2OC)SCC3)CC1 | 17.9
CC(C)c1nnc(NC(=O)CCC(=O)N2CCN(C3CCCCC3)CC2)s1 | -20.7
Cc1ccc(S(=O)(=O)N(C)CC(=O)N2CCc3ccccc32)cc1 | 0.4

High-throughput results from PubChem BioAssay.

Not all compounds are listed, so the mix of outcomes need not match the whole.
